Pol kappa inh = DNA polymerase kappa (human) inhibition; Q9UBT6; purified Pol kappa, fluorescent DNA synthesis assay, 10 min; Potency, µM (doses to about 107 µM), inactives show at the highest dose activity, negative = inhibition, actives largely listed as inhibitors; actives 0.53% (n = 400,000); AID 588579; note: % is set by controls: 0 for no effect and ±100 for the full control effect
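Enzyme at 10 nM met test compounds for 15 min at room temperature. Substrate addition (50 nM final) began the reaction, which was monitored by fluorescence at 0 and 10 min.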
BAZ2B block = inhibitors of human BAZ2B bromodomain; Q9UIF8; AID 504333; actives 4.4% (n = 360,000); Potency, µM (titrated, usually from 114 µM), inactives show at the highest dose activity change, negative = inhibition, usual class: inhibitors; AlphaScreen BAZ2B-H3K14Ac peptide displacement; note: % is set by controls: 0 for no effect and ±100 for the full control effect; nearly all actives have a fitted effect of over 60% in size
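AlphaScreen displacement: compounds (up to 110uM) incubated 30 min at room temperature with a preformed 50 nM BAZ2B/50 nM biotinylated H3K14Ac peptide complex in PBS pH 7.4 with Tween-20. Donor and acceptor beads at 10 ug/mL final added, 20 min light-protected before reading.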
Anesthetic bind = candidate novel general anesthetic via apoferritin binding. AID 485281. Potency, µM (highest dose often 77.5 µM), for the others: at the highest dose activity change, negative = displacement, hits mostly inhibitors. apoferritin/1-aminoanthracene competitive binding, fluorescence. P02791. actives 0.074% (n = 350,000); note: % is set by controls: 0 for no effect and ±100 for the full control effect; nearly all actives have a fitted effect of over 20% in size
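Steps: apoferritin (10 uM) was premixed with half-saturated 1-AMA in PBS, compounds were pin-transferred, plates stood 10 min at room temperature, fluorescence was read at 380/535 nm, and curves were fitted with a Hill equation.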
POLB inh = DNA polymerase beta (human) inhibition; actives 1.3% (n = 340,000); P06746; Potency, µM (series often up to 114 µM), for inactives: at the top dose activity change, negative = inhibition, most hits filed as inhibitors; Pol beta primer extension/strand displacement, fluorescence kinetic; note: % is set by controls: 0 for no effect and ±100 for the full control effect
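Pol beta (10 nM) and compounds were preincubated 15 min at room temperature, then 50 nM substrate (final) started primer extension/strand displacement. Reads were taken at 0 and 10 min; concentration-response data were fitted to a four-parameter Hill equation.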
Pol eta inh = inhibitors of human DNA polymerase eta | actives 1.2% (n = 390,000) | Q9Y253 | Potency, µM (series often up to 114 µM), for the others: at the highest dose activity change, negative = inhibition, usual class: inhibitors | recombinant Pol eta, fluorescent DNA replication assay; note: % is set by controls: 0 for no effect and ±100 for the full control effect
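Pol eta at 10 nM preincubated with compounds 15 min at room temperature; reaction started with fluorescent substrate (50 nM final) and read kinetically at 0 and 10 min.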
POLI inh = blocks human DNA polymerase iota activity; Pol iota fluorescent replication assay, 10 min; actives 1% (n = 390,000); Potency, µM (doses to about 115 µM), for inactives: top-dose activity, negative = inhibition, most hits filed as inhibitors; AID 588590
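Pol iota at 10 nM preincubated 15 min with compounds at room temperature; reaction started with fluorescent substrate, 50 nM final. Fluorescence read kinetically at 0 and 10 min; buffer-only wells as negative control.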
BLM inh = Bloom syndrome helicase (human) inhibition. P54132. recombinant BLM DNA unwinding, fluorescence dequenching. Potency, µM (highest dose often 56.1 µM), for inactives: at the highest dose activity change, negative = inhibition, usual class: inhibitors. actives 0.2% (n = 350,000);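 note: plate controls were vehicle for no effect and no enzyme for full effect; nearly all actives have a fitted effect of over 35% in size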
Target sequence (P54132 whole entry, looked up): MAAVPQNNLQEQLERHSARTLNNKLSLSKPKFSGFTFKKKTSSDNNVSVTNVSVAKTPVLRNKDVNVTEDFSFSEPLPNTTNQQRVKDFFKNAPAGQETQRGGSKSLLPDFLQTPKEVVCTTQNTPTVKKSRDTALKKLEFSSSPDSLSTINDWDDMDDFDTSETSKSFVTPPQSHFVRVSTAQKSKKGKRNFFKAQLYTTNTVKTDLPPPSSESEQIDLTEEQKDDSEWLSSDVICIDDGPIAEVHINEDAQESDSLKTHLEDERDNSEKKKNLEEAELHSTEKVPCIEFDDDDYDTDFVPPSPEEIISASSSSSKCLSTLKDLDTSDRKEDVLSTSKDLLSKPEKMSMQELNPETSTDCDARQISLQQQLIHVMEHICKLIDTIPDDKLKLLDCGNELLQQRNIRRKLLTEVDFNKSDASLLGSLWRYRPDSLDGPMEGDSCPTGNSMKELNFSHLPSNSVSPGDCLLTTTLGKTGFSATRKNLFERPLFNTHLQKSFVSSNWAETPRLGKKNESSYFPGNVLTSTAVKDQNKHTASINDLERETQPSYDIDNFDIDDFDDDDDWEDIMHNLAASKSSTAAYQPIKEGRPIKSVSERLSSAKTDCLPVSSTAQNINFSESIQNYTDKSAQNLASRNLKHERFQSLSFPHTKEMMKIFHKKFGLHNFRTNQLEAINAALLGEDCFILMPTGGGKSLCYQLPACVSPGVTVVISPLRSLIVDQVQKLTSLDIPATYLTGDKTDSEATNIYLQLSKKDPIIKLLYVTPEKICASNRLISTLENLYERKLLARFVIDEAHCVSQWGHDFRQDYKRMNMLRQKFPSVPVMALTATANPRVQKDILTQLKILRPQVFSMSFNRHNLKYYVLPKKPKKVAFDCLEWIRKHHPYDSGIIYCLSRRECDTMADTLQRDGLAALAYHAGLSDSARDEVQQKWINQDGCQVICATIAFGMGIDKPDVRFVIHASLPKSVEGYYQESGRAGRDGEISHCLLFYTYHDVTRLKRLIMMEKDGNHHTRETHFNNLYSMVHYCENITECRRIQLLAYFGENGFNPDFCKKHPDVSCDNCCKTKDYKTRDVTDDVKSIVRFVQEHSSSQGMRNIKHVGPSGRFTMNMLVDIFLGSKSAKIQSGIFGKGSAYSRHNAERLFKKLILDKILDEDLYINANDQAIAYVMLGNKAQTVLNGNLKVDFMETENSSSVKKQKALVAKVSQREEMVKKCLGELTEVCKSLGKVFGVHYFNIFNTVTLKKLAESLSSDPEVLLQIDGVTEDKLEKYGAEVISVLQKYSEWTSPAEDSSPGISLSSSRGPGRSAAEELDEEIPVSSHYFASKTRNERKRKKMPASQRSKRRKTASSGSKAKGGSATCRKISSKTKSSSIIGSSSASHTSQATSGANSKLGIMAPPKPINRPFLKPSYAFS
G9a block = G9a (human) methyltransferase inhibition; Q96KQ7; Potency, µM (top dose mostly 102 µM), for the others: at the highest dose activity, negative = inhibition, usual class: inhibitors; AID 504332; actives 8.8% (n = 350,000); G9a H3K9 monomethylation, AlphaScreen, 2 h; note: % is set by controls: 0 for no effect and ±100 for the full control effect; nearly all actives have a fitted effect of over 75% in size
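Methyltransferase reactions run at room temperature for 2 h (20 nM enzyme, 500 nM biotin-H3K9 peptide, 20 uM SAM) after a 15 min compound preincubation; product detected by AlphaScreen beads and anti-H3K9me1 antibody.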
APE1 inh = blocks human APE1 abasic DNA cleavage. recombinant APE1, TAMRA/BHQ-2 abasic DNA cleavage fluorescence. actives 0.35% (n = 350,000). AID 2517. Potency, µM (series often up to 65.8 µM), for the others: at the top dose activity change, negative = inhibition, hits mostly inhibitors. P27695;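 note: plate controls were vehicle for no effect and reference inhibitor for full effect; nearly all actives have a fitted effect of over 55% in size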
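Substrate: short duplex with […] THF abasic site, 5'-TAMRA and 3'-BHQ-2, 50 nM final. APE1 at 0.75 nM, preincubated 15 min RT with compound. Fluorescence increase from first to third read measured activity.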
* hit, by the source's call; ? = inconclusive; . = not tested or not shown; & = joins results of further samples; [ ] = another dose, or the depositor's remark. Calls come from the whole dose curve; as a rule, active = well fitted curve in the direction sought with a large enough effect; inconclusive = small, poorly fitted or top-dose-only effect, or another doubt; inactive = no such curve, though single readings can be large; an effect the other way counts as inactive or inconclusive. Potency is the fitted concentration of half-maximal effect.

Screens in order – Pol kappa inh | BAZ2B block | Anesthetic bind | POLB inh | Pol eta inh | POLI inh | BLM inh | G9a block | APE1 inh
[1] CCc1ccc(NC(=O)Cn2c(=O)n(CCCC(=O)NCc3ccccc3Cl)c(=O)c3ccccc32)cc1
    6% | 7% | ? | -2% | -14% | 19% | 1% | 30%[59 µM] | .
[2] Cc1ccc(NC(=O)C2C3CCC(O3)C2C(=O)O)cc1C (stereo unspecified)
    -3% | -36% | -19% | 3% | -19% | 16% | 0% | . | 0%
[3] O=[N+]([O-])c1cc(/C=N\Nc2nc(-c3ccccc3)cs2)ccc1O
    -25% | 13µM* | ? | 40µM* | 79µM* | ? | -12% | 11µM* | 8%
[4] Cc1ccc(NC(=O)c2ccccc2NS(=O)(=O)c2ccc(Cl)s2)cc1S(=O)(=O)N1CCOCC1
    -14% | -9% | -12% | -16% | -15% | -6% | -4% | 3%[59 µM] | -4%
[5] CN(C)C(=O)c1ccc(-c2nccc(NCc3ccccc3)n2)cc1
    0%[60.1 µM] | . | . | . | . | . | -1% | 7%[0.501 µM] | 3%
[6] CCCc1cc(=O)[nH]c2nnc(SCC)n12
    -7%[60.1 µM] | 3% | -10% | 3% | -5% | 16% | 2% | ? | .
[7] Cc1cc(C(=O)COc2ccc3ccc(=O)oc3c2)c(C)n1Cc1cccs1
    -19% | 2% | 48%[activator] | 50µM* | -18% | -47% | -14% | 15%[59 µM] | 0%
[8] COC(=O)CN1C(=O)CSc2ccc(S(=O)(=O)Nc3ccc(C(C)=O)cc3)cc21
    -7%[60.1 µM] | -2% | 4% | 3% | -3% | -6% | 4% | 3%[59 µM] | .
[9] COc1ccc(C2=NOC(C(=O)NCc3cccnc3)C2)cc1OC (stereo unspecified)
    -19% | 4% | 3% | 40% | 2% | 19% | -1% | -10% | 0%
[10] C[C@H](NC(=O)c1nc[nH]c1C(=O)N[C@@H](Cc1ccccc1)C(=O)OC(C)(C)C)C(=O)OC(C)(C)C
    -16% | 5% | 1% | -26% | ? | 16% | -21% | 3%[59 µM] | -4%
[11] CCN(CC)S(=O)(=O)c1ccc(NC(=O)CSc2ncnc3ccccc23)cc1
    -17% | 0% | ? | -2% | -24% | 13% | -3% | -3%[59 µM] | -7%
[12] O=C(CN(C(=O)CSc1nnc(COc2ccccc2)o1)c1ccc(F)cc1)NC1CCCCC1
    -5%[60.1 µM] | -1% | -8% | 0% | -8% | 33%[activator] | -10% | -1%[12.7 µM] | -2%
[13] CC(OC(=O)c1ncc(Cl)c(Cl)c1Cl)C(=O)NC1CCCCC1C (stereo unspecified)
    -1% | 9% | . | . | -4% | 67%[activator] | . | -11% | 6%
[14] CC1CCN(c2cc(C#N)c(C#N)cc2[N+](=O)[O-])CC1
    -18% | 2% | -8% | 14% | -5% | 22% | -11% | -3%[59 µM] | 7%
[15] Cc1ccc(C)c(N2CCN(S(=O)(=O)c3csc(C(N)=O)c3)CC2)c1
    ? | ? | -16%&2% | 22%&6% | -25%&2% | 35%&-8%[activator] | -8%&-7% | 12%&-28%[59 µM] | 14%
[16] COc1ccccc1CCNC(=O)CSc1ccc(-c2cccs2)nn1
    -9% | -13% | -16% | 3% | -5% | 12% | 0% | -8% | 3%
[17] COC(=O)CN1C(=O)C(C)(C)c2cc(S(=O)(=O)Nc3ccc(Br)cc3F)ccc21
    -8%[60.1 µM] | -11% | 5% | 2% | -7% | 26% | -1% | -1%[59 µM] | .
[18] Cn1ncc(C(=O)Nc2ccc(Cl)cc2)c1C(F)(F)F
    -10% | 5% | 2% | -22% | 5% | 13% | -10% | . | -5%
[19] C=C(C)C(=O)OCC(=O)NCc1ccccc1
    -8% | -4% | -8% | -22% | 2% | 21% | -2% | 0% | 3%
[20] CCOC(=O)c1noc2ncn(CC(=O)O)c(=O)c12
    -16% | -3% | 5% | 5% | -9% | 2% | -1% | ? | .
[21] CCC1Oc2ccc(C)cc2N(CC(=O)N2CCN(c3ccccc3OC)CC2)C1=O (stereo unspecified)
    -4%[60.1 µM] | 2% | 5% | 9% | -21% | 24% | 0% | -2%[59 µM] | .
[22] O=C(NCc1ccc(Cl)cc1)C1C2C=CC3(CN(Cc4cccnc4)C(=O)C13)O2 (stereo unspecified)
    -7% | 1% | -7% | -2% | -10% | -3%[58.9 µM] | 1% | -3% | 0%
[23] COCCn1c(N)c(N(Cc2ccccc2)C(=O)c2ccc(-c3ccc(Cl)cc3)o2)c(=O)[nH]c1=O
    -13% | 1% | . | . | -1% | 2% | . | ? | 42%
[24] CCOC(=O)c1c(NC(=O)CSc2cn(CCNC(=O)c3cccc(C(F)(F)F)c3)c3ccccc23)sc2c1CCC2
    5% | -33% | -3% | 1% | -21% | -3% | -10% | -10%[59 µM] | .
[25] CC(C)(C)Sc1ccc(/C=N/O)cc1[N+](=O)[O-]
    -15% | -28% | ? | -30% | -5% | 104%[activator] | -13% | ? | -8%
[26] CCOC(=O)c1ccc(NC(=S)N2CCN(CCN=CC3=C(O)CC(c4ccccc4)CC3=O)CC2)cc1 (stereo unspecified)
    -3% | -20% | -16% | 17% | -23% | 12% | -9% | -8% | -8%
[27] COc1cc2ccccc2cc1C(=O)Nc1ccc2oc(-c3cc(Br)ccc3Cl)nc2c1
    -21% | 3% | 3% | -11% | -3% | -4% | 0% | 1%[59 µM] | .
[28] O=C(CCC(F)(F)F)N1CCC(CO)(CCc2ccccc2)CC1
    -2% | -4% | -11% | 2% | -2% | 9% | -2% | 53%[activator] | -9%
[29] Cc1nn(-c2cc(C)c3ccccc3n2)c2c1CCC2
    -3% | 0% | 0% | -9% | -1% | 20% | 0% | -3%[59 µM] | -3%
[30] Cc1cc(Br)ccc1NC(=O)c1sc2ncnc(N3CCN(c4ccccn4)CC3)c2c1C
    -15% | -5% | 6% | 3% | -2% | 9% | -7% | 30% | -19%
[31] CCOc1cccc2cc(-c3csc(NC(=O)CCC(=O)NCCN4CCCCC4C)n3)c(=O)oc12 (stereo unspecified)
    -4% | -23% | ? | 0% | -24% | 107%[activator] | 1% | -3%[59 µM] | -3%
[32] Cc1ccc(-c2nnc(-c3ccc(NC(=O)Cc4cccs4)cc3)o2)cc1
    -2% | -30% | -8% | ? | 4% | -19% | 1% | -7% | 6%
[33] COc1ccc(CCNC(=O)C2(c3cccs3)CCOCC2)cc1
    -12%[60.1 µM] | 2% | 62%[activator] | 6% | -3% | ? | 1% | 7%[59 µM] | .
[34] O=C(Nc1cccc2oc(=O)ccc12)c1ccc([N+](=O)[O-])cc1[N+](=O)[O-]
    8%[60.1 µM] | -35% | 1% | 2% | 3% | 8% | -8% | ? | -1%
[35] CCOC(=O)Cn1cnc2scc(-c3ccc(C)c(C)c3)c2c1=O
    -8% | -22% | -11% | -3% | -24% | 28% | -7% | ? | 43%
[36] COc1ccc(C(=O)OCC(=O)C(C)(C)C)cc1S(=O)(=O)N(C)CCc1cccnc1
    -1% | 1% | 3% | 17% | -16% | -16% | -1% | 14% | 14%
[37] Cc1cc2oc(C(=O)NC3CCS(=O)(=O)C3)cc(=O)c2cc1C (stereo unspecified)
    8% | -17% | -2% | 0% | -10% | 42%[activator] | 1% | -10% | 24%
[38] Cc1cc(Nc2cccc(C(F)(F)F)c2)nc2ccc(NC(=O)c3ccc(=O)[nH]c3)cc12
    2% | -5% | 1% | -1% | -11% | -2% | -7% | -1%[59 µM] | .
[39] Cc1nn(C)c(C)c1C(C)NC(=O)c1cc(COc2ccc(F)c(F)c2)on1 (stereo unspecified)
    -3% | -4% | -10% | -19% | -8% | -6% | -2% | 3%[0.501 µM] | 5%
[40] CCOC(=O)Nc1ccc2c(c1)N(C(=O)CCN(C)C)c1ccccc1S2
    -16% | 8% | -20% | 4% | -14% | -10% | -3% | -19% | -2%
[41] Cc1ccc(OCc2ccc(C(=O)Nc3c(C)nn(Cc4c(F)c(F)c(F)c(F)c4F)c3C)o2)c([N+](=O)[O-])c1
    -14% | 1%[57.1 µM] | ? | 17% | -20% | -6% | -13% | 21% | ?
[42] CCOC(=O)C(C)Sc1ccc2nnc(CCNS(=O)(=O)c3ccc(C)cc3)n2n1 (stereo unspecified)
    14%&0% | 3%&-11% | -8%&-13% | 8%&0% | -2%&-8% | 17%&22% | -5%&2% | 15% | -3%
[43] O=C(CCN1CCN(c2ccccn2)CC1)Nc1ccc(F)cc1
    -25% | 5% | -5% | 26% | ? | -3% | 1% | 11% | -3%
[44] Cc1ccc(Cn2cc(C(=O)c3ccc(F)cc3)c(=O)c3cc4c(cc32)OCO4)cc1
    -13% | ? | -20% | 8% | -19% | 12% | -3% | -38%[59 µM] | .
[45] C=CCOC(=O)C1=C[C@@H](c2ccc(Br)cc2)[C@H](CCCO)[C@@H](OCC)O1
    -3% | -6% | -12% | 5% | -18% | -4% | -6% | -43%[59 µM] | -1%
[46] Cc1ccc2nc(N3CCN(Cc4nnnn4Cc4ccccc4)CC3)c(C#N)cc2c1
    -2% | 5% | 35%[activator] | -13% | -11% | ? | -4% | -31%[12.7 µM] | 6%
[47] Cc1nnc(SCC(=O)Nc2nccs2)[nH]c1=O
    -13% | 2% | -8% | 7% | -22% | ? | -3% | . | 5%
[48] COc1ccc(C(=O)N2CCN(Cc3cn[nH]c3-c3ccc(OC)cc3F)CC2)cc1
    6% | -15% | -3% | 21% | -14% | -9% | -2% | -11% | -1%
[49] CCCCN(C)CCNC(=O)c1nn(-c2ccc(OC)c(Cl)c2)c(=O)c2c1c1ccccc1n2C
    2% | . | -7% | 40% | 5% | 15% | -7% | 1%[59 µM] | .

Full records, looked up by structure:
Results for Cc1nnc(SCC(=O)Nc2nccs2)[nH]c1=O : Pol kappa inh = -13%; BAZ2B block = 2%; Anesthetic bind = -8%; POLB inh = 7%; Pol eta inh = -22%; POLI inh = ?; BLM inh = -3%; G9a block = .; APE1 inh = 5%
Results for CCCCN(C)CCNC(=O)c1nn(-c2ccc(OC)c(Cl)c2)c(=O)c2c1c1ccccc1n2C : Pol kappa inh = 2%; BAZ2B block = .; Anesthetic bind = -7%; POLB inh = 40%; Pol eta inh = 5%; POLI inh = 15%; BLM inh = -7%; G9a block = 1%[59 µM]; APE1 inh = .

Assay outcomes (PubChem BioAssay)

Not all compounds are listed; count on the stated rates, not on these rows.
